Bim-Bfl-1: inhibitors of Bim-Bfl-1 interaction, human; Bead-based flow cytometry, Bim-Bfl-1 binding inhibition; 190,000 tested, 0.12% active; AID 1008; inhibition, % at 10 µM;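 further: 0% = wells without compound plus tracer and 100% = blocker peptide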
Rab7 wt modul: modulators of GTP binding to dog Rab7 wildtype GTPase | GST-Rab7 beads, fluorescent GTP binding, flow cytometry; actives lie on both sides; untreated = 100%, excess cold GTP = 0% | GTP binding activity (percent of control), % at 10 µM | 190,000 tested, 0.055% active;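 active means fluorescent GTP binding to Rab7 beads changed by at least 20 points from the 100% baseline, either direction, mostly lower; inconclusive means compound itself probably fluorescent, or too few beads counted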;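 further: median green fluorescence of bound Bodipy-FL-GTP per Rab7 bead population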
Rab2 wt GTP: changes GTP binding to wildtype dog Rab2A, up or down | GST-Rab2 wt beads, Bodipy-GTP binding, flow cytometry | GTP binding activity, % at 10 µM | 190,000 tested, 0.19% active | AID 760;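 active means GTP binding activity at least 20 points away from 100%, either lowered or raised; inconclusive means signal likely due to the compound's own green fluorescence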;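 further: 0% = beads with excess unlabeled GTP and 100% = no-compound control corrected for plate trend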
HRas wt GTP bind: human HRas wildtype GTP binding, change in either direction. GTP binding activity, % at 10 µM. P01112. 190,000 tested, 0.14% active. GST-Ras wt beads, Bodipy-FL-GTP binding, flow cytometry; actives lie on both sides;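 active means GTP binding activity at least 20% away from the 100% baseline, either lowered as inhibitor or raised as activator; inconclusive means flagged as likely green fluorescent, judged across all proteins in the well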;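 further: 0% = unlabeled GTP competition control and 100% = no-compound control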
Rac1 mut GTP: alters GTP binding to activated mutant human Rac1; GST-Rac1 activated beads, fluorescent GTP binding, flow cytometry; actives lie on both sides; 100% means binding = to untreated wells; percent activity (GTP binding), % at 10 µM; 190,000 tested, 0.11% active; AID 764;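 active means GTP binding at least 20 percentage points away from the 100% baseline, in either direction, so actives lie on both sides; inconclusive means Compound likely fluorescent itself, or too few beads counted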
Cdc42 wt GTP: changes GTP binding to wildtype human Cdc42. P60953. GST-Cdc42 beads, Bodipy-GTP binding, flow cytometry; actives lie on both sides. percent activity (GTP binding), % at 10 µM. 190,000 tested, 0.2% active;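 active means percent activity GTP binding at least 20 points away from the 100% baseline, either down as inhibitor or up as activator; inconclusive means compound flagged as likely green fluorescent from well-wide comparison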;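 further: median bead fluorescence of bound Bodipy-FL-GTP at 100 nM; 0% = excess unlabeled GTP control and 100% = no compound control; below 100% means less GTP binding so inhibitor and above means activator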
Bim-Bcl-B: inhibitors of Bim-Bcl-B interaction, human; bead-based flow cytometry, Bim peptide-Bcl-B binding; 190,000 tested, 0.073% active; inhibition, % at 10 µM;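 further: 0% = tracer peptide without compound and 100% = reference inhibitor peptide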
Target sequence (Q9HD36 whole entry, looked up): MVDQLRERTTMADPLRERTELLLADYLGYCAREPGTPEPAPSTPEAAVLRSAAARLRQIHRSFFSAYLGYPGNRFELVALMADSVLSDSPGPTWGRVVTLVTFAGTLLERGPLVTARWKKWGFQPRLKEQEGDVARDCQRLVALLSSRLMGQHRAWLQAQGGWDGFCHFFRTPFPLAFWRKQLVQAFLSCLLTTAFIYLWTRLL
Bcl-XL Bim block: disrupts Bim peptide binding to human Bcl-XL | Q07817 | bead flow cytometry, fluorescence | inhibition, % at 10 µM | 190,000 tested, 0.04% active | AID 1007
Target sequence (Q07817 whole entry, looked up): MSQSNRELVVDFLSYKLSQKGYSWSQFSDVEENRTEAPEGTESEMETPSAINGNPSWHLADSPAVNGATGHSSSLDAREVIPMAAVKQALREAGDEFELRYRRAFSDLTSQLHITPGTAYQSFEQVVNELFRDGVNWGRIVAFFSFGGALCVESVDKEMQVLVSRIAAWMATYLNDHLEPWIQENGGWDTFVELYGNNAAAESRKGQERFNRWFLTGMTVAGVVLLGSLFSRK
Rac1 wt modul: modulators of human Rac1 wildtype GTP binding; AID 757; GTP binding activity (% of control), % at 10 µM; GST-Rac1 beads, fluorescent GTP binding, flow cytometry; actives lie on both sides; 0 = cold GTP competed, 100 = untreated; P63000; 190,000 tested, 0.27% active;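 active means GTP binding activity at least 20 points away from the 100% control level, either lower or higher; inconclusive means compound flagged as likely green fluorescent, judged across all proteins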
Bcl-W Bim block: disrupts Bim peptide binding to human Bcl-W; Q92843; bead-based flow cytometry; inhibition, % at 10 µM; 190,000 tested, 0.02% active; AID 952;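 further: 0% = bound tracer without compound and 100% = peptide blocker; higher means less fluorescent Bim peptide bound to Bcl-W beads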
Target sequence (Q92843 whole entry, looked up): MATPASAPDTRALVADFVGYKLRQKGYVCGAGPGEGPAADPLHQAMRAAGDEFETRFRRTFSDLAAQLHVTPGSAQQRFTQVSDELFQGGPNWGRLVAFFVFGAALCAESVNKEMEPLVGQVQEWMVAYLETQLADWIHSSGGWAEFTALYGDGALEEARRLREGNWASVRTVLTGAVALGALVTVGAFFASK
Bcl-2 Bim block: disrupts Bim peptide binding to human Bcl-2; 190,000 tested, 0.06% active; P10415; Bead-based flow cytometry, Bim peptide-Bcl-2 binding; inhibition, % at 10 µM; in the data active means inhibition above about 40%; inconclusive means no clear call, values can overlap the other calls;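 further: 0% = no compound wells with probe peptide and 100% = reference peptide inhibitor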
Target sequence (P10415 whole entry, looked up): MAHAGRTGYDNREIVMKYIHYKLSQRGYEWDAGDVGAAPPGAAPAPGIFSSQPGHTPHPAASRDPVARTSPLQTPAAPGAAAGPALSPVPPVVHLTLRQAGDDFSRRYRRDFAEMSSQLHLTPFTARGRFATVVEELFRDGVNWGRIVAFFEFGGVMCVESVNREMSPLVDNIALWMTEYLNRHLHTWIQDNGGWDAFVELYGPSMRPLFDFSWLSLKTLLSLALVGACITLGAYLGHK
* = called active by the depositor; ? = inconclusive. Unless noted, no stated cut-off is given here; in the data, active means inhibition above about 40%. This is a random part of the collection (roughly 0.62% active in at least one column).

Molecule,HRas wt GTP bind,Bcl-2 Bim block,Rab7 wt modul,Rac1 wt modul,Rab2 wt GTP,Bcl-XL Bim block,Bcl-W Bim block,Bim-Bcl-B,Bim-Bfl-1,Rac1 mut GTP,Cdc42 wt GTP
O=C(Nc1cccc([N+](=O)[O-])c1)c1ccc2nc(N3C(=O)CCC3=O)sc2c1,105,0,101,104,104,1,-1,2,0,101,104
CC(=O)Nc1ccc(N=Cc2nc(-c3ccc(C)cc3)oc2O)cc1,98,-2,99,99,100,-7,0,-4,-8,98,99
COc1cccc(CNCCO)c1OCc1ccc(Cl)cc1,99,-3,97,106,97,0,3,-2,-1,97,95
CC(CCCC(C)(C)O)NC(=O)c1ccc(OC2CCN(C(=O)C3CC3)CC2)cc1 (stereo not given),94,0,100,94,98,-5,-5,0,0,92,94
CCOc1ccc(NC(=S)Nc2ccc(OC)cc2)cc1,98,-6,104,99,100,-6,-3,-7,-7,96,96
CC(C)CC(=O)Nc1ccccc1Oc1ccccc1,103,-4,104,104,101,-11,4,-7,-9,101,100
Cc1ccc(NC(=O)/C(C#N)=C(\N)C(Cl)(Cl)Cl)nc1,84,7,99,87,84,5,4,2,1,94,83
Cc1ccc(C2CC(c3ccco3)=NN2S(C)(=O)=O)cc1 (stereo not given),?,-8,?,?,?,-7,-5,-10,-14,?,?
CC(C)NC(=O)CSc1nc(N)c(-c2ccccc2)c(=O)[nH]1,98,-2,105,100,101,0,-1,-1,-6,98,98
CCOc1ccc(N2CC(C(=O)N3CCc4ccccc4C3)CC2=O)cc1 (stereo not given),103,-7,104,105,103,-5,1,-8,-14,101,104
CC(CC(=O)Nc1ccccc1C(F)(F)F)c1ccccc1 (stereo not given),100,-1,98,105,100,-7,-5,-5,-1,101,100
COC(=O)c1ccc(NC(=S)NCCc2ccccc2)cc1,99,3,98,102,97,-4,-4,-4,5,97,102

Arranged by formula weight (low to high): part of the list above.
Molecule,HRas wt GTP bind,Bcl-2 Bim block,Rab7 wt modul,Rac1 wt modul,Rab2 wt GTP,Bcl-XL Bim block,Bcl-W Bim block,Bim-Bcl-B,Bim-Bfl-1,Rac1 mut GTP,Cdc42 wt GTP
CC(C)CC(=O)Nc1ccccc1Oc1ccccc1,103,-4,104,104,101,-11,4,-7,-9,101,100
Cc1ccc(NC(=O)/C(C#N)=C(\N)C(Cl)(Cl)Cl)nc1,84,7,99,87,84,5,4,2,1,94,83
O=C(Nc1cccc([N+](=O)[O-])c1)c1ccc2nc(N3C(=O)CCC3=O)sc2c1,105,0,101,104,104,1,-1,2,0,101,104

The results go on.
Molecule,HRas wt GTP bind,Bcl-2 Bim block,Rab7 wt modul,Rac1 wt modul,Rab2 wt GTP,Bcl-XL Bim block,Bcl-W Bim block,Bim-Bcl-B,Bim-Bfl-1,Rac1 mut GTP,Cdc42 wt GTP
Cc1nc2c(C)cccc2cc1C(=O)N/N=C/c1cccnc1,99,0,95,99,94,0,0,-1,1,99,98
COc1ccc(CNc2nc3ccccc3n2CCN2CCCCC2)cc1,98,0,100,102,100,-2,-1,-6,-3,98,97
COc1ccc(OC)c(NC(=S)N2CCN(C/C=C/c3ccccc3)CC2)c1,105,-4,98,102,104,-2,-4,-6,-6,102,106
O=C(CSc1ncnc2c1oc1ccccc12)N1CCCc2ccccc21,99,-11,98,103,101,-7,1,-10,-14,98,101
c1ccc(SCCN2CCc3ccccc3C2)cc1,101,-5,103,106,99,-1,-2,0,0,98,104
Cc1ccc(NC(=O)c2cccc(N3C(=O)C4C5CCC(C5)C4C3=O)c2)c(C)c1 (stereo not given),102,-7,101,104,101,-11,-5,-8,-5,98,101
Oc1c(C(c2ccco2)N2CCN(C(c3ccccc3)c3ccccc3)CC2)sc2ncnn12 (stereo not given),99,-6,101,100,100,-2,1,-6,-7,98,103
CC1(C)CC(=O)C(C(=S)Nc2ccccc2)=C(NCCN2CCOCC2)C1,103,-1,95,99,103,-8,-8,-4,-3,99,101
COc1ccc(NC(=O)Nc2ccccc2SC)cc1OC,97,-2,102,95,99,-4,-4,2,4,97,95
CN=c1scc(-c2ccc(OC)cc2)n1/N=C(\C)c1cccnc1,99,-4,101,105,96,-2,-2,-6,-3,99,91
C#CCOc1c(Br)cc(/C=N\NC(=O)CN2CCOCC2)cc1OCC,101,-6,100,103,99,-6,-3,0,-2,100,103
Cc1ccc(C)c(OCC(=O)N/N=C/c2c(C)nn(-c3ccccc3)c2Cl)c1,99,-5,100,100,98,0,0,-2,0,99,96

4 of these compounds, reformatted.
CC1(C)CC(=O)C(C(=S)Nc2ccccc2)=C(NCCN2CCOCC2)C1
  HRas wt GTP bind: 103
  Bcl-2 Bim block: -1
  Rab7 wt modul: 95
  Rac1 wt modul: 99
  Rab2 wt GTP: 103
  Bcl-XL Bim block: -8
  Bcl-W Bim block: -8
  Bim-Bcl-B: -4
  Bim-Bfl-1: -3
  Rac1 mut GTP: 99
  Cdc42 wt GTP: 101

CC(C)NC(=O)CSc1nc(N)c(-c2ccccc2)c(=O)[nH]1
  HRas wt GTP bind: 98
  Bcl-2 Bim block: -2
  Rab7 wt modul: 105
  Rac1 wt modul: 100
  Rab2 wt GTP: 101
  Bcl-XL Bim block: 0
  Bcl-W Bim block: -1
  Bim-Bcl-B: -1
  Bim-Bfl-1: -6
  Rac1 mut GTP: 98
  Cdc42 wt GTP: 98

Oc1c(C(c2ccco2)N2CCN(C(c3ccccc3)c3ccccc3)CC2)sc2ncnn12 (stereo not given)
  HRas wt GTP bind: 99
  Bcl-2 Bim block: -6
  Rab7 wt modul: 101
  Rac1 wt modul: 100
  Rab2 wt GTP: 100
  Bcl-XL Bim block: -2
  Bcl-W Bim block: 1
  Bim-Bcl-B: -6
  Bim-Bfl-1: -7
  Rac1 mut GTP: 98
  Cdc42 wt GTP: 103

C#CCOc1c(Br)cc(/C=N\NC(=O)CN2CCOCC2)cc1OCC
  HRas wt GTP bind: 101
  Bcl-2 Bim block: -6
  Rab7 wt modul: 100
  Rac1 wt modul: 103
  Rab2 wt GTP: 99
  Bcl-XL Bim block: -6
  Bcl-W Bim block: -3
  Bim-Bcl-B: 0
  Bim-Bfl-1: -2
  Rac1 mut GTP: 100
  Cdc42 wt GTP: 103

(further entries)
Molecule,HRas wt GTP bind,Bcl-2 Bim block,Rab7 wt modul,Rac1 wt modul,Rab2 wt GTP,Bcl-XL Bim block,Bcl-W Bim block,Bim-Bcl-B,Bim-Bfl-1,Rac1 mut GTP,Cdc42 wt GTP
COC(=O)c1[nH]c2c(c1C)C(=O)CC(c1ccccc1)C2 (stereo not given),101,0,101,99,98,0,0,1,-2,98,99
CCOC(=O)CNC(=O)CSc1nccn1Cc1ccco1,94,-3,93,91,96,-1,0,-1,-4,95,100
O=C(NCCOc1cccc(Cl)c1Cl)c1cc(-n2cnnc2)ccc1Cl,96,-5,94,93,93,-3,-2,-5,-6,96,96
COc1ccc(C(c2c(O)ccc3ccccc23)N2CCOCC2)c(OC)c1 (stereo not given),100,-3,98,96,99,-4,-2,-4,-1,95,96
O=C(NCCN1CCOCC1)c1cc2sccc2n1Cc1ccc(F)cc1,102,-5,102,109,102,-6,0,-8,-15,104,107
O=C(CN1CCCCC1)Nc1ccc(Br)cc1[N+](=O)[O-],95,-1,95,95,96,-2,0,-1,-2,94,92
COc1ccc(/C=C/C(=O)Nc2ccncc2)cc1OC,98,0,95,99,98,0,-1,-2,-8,99,98
Cc1ccccc1OCC(=O)Nc1ccc2c(c1)OCO2,106,-2,105,104,104,0,0,-3,-2,99,106
FC(F)(F)c1nc(NCC2CCCO2)c2nnn(Cc3ccccc3Cl)c2n1 (stereo not given),100,-1,97,97,100,0,0,-4,-3,97,102
COC(=O)c1cc(C#N)c(N2CC(C)OC(C)C2)nc1C (stereo not given),97,-2,96,101,93,1,-2,2,0,93,98
CN(C)CCN(C(=O)c1ccccc1Cl)c1nc2c(Cl)cccc2s1,101,-5,99,106,100,-8,-4,-11,-9,99,100
O=[N+]([O-])c1ccc(O)c(/C=N/NC2=NS(=O)(=O)c3ccccc32)c1,?,4,?,?,?,0,3,0,0,?,?
COc1ccc(-c2nn(C)c3sc(C(=O)NCc4ccco4)cc23)cc1OC,88,-5,94,90,88,2,0,-2,3,92,89
Cc1noc(C)c1S(=O)(=O)N1CCC(C(=O)N2CCN(c3ccc(F)cc3)CC2)CC1,96,0,97,98,97,0,0,1,0,95,97
O=C(NCc1cccs1)c1ccc(N2CCCC2=O)cc1,103,-2,104,105,103,3,-1,0,-1,101,104
O=C(CSc1nnc(-c2cccs2)n1-c1ccccc1)NCC1CCCO1 (stereo not given),97,-8,101,103,99,-6,0,-10,-19,99,102
COCCN(C(=S)Nc1cccc(OC)c1)C(C)c1cccs1 (stereo not given),100,-7,102,100,98,-1,-1,0,-15,99,99
CCN(CC)c1ccc(C2C(C(=O)OC(C)C)C(=O)CC(C)(O)C2C(=O)OC(C)C)cc1 (stereo not given),100,-8,102,101,100,-3,0,-4,-9,98,97
Cc1ccc(-n2nnnc2SC(C)C(=O)Nc2ccc(Cl)cn2)cc1 (stereo not given),95,0,97,96,97,0,3,0,0,95,95
O=C(NCc1ccco1)c1sc2cc(Cl)ccc2c1Cl,100,0,102,103,100,-4,0,-5,1,96,96

Screening results (PubChem BioAssay)
